# RmlCD inh mix – mixture blocks RmlC and RmlD coupled enzyme activity; RmlC/RmlD coupled enzyme inhibition, 384-well mixture HTS; inhibition, % at 5.5 µM; 110,000 compounds, 0.39% hits; AID 1532; in the data active means inhibition above about 30%, passing the limit was not always enough; further: strong numbers were not always called active
# HIV RNase H inh – blocks HIV-1 RNase H cleavage of RNA/DNA duplex; RT-RNase H RNA/DNA duplex cleavage, fluorescence; 65,000 compounds, 1.9% hits; AID 565; inhibition, % at 10 µM; in the data active means inhibition above about 50%
# Numbers without * were called inactive; i = inactive; · = no result given.
SMILES,RmlCD inh mix,HIV RNase H inh
Fc1ccc(-c2nnc(CN3CCC(c4nc5ccccc5s4)CC3)o2)cc1,-14,1
CCCCC1=NN(C(=O)c2cocc2C)C(O)(C(F)(F)F)C1 (stereo unspecified),7,·
O=C(OCc1ccccn1)c1ccc(COc2ccccc2Cl)o1,i,·
O=C(Nc1ccc(S(=O)(=O)N2CCOCC2)cc1)c1cccs1,4,2
Clc1ccc(OCCn2ccnc2)c2ccccc12,-6,-46
COc1ccc(C[C@H]2CN3C(=NC[C@@H]3C)N2CCNC(=O)CCC2CCCCC2)cc1,-16,·
O=C(Nc1ccc2nc(-c3cccnc3)[nH]c2c1)c1ccccc1F,2,·
CCN1CCN(CC(O)COCc2ccccc2)CC1 (stereo unspecified),-13,-7
O=C(Nc1ccc2c(c1)OCCO2)C1CCN(C(=O)c2ccc(F)cc2)CC1,-10,-1
CC1=C(C(=O)OC2CCCCC2)C(c2ccc(C)o2)C2=C(CC(C)(C)CC2=O)N1 (stereo unspecified),-8,40
CCc1cccc(NC(=O)CN(C)S(=O)(=O)c2cccc3nsnc23)c1,-9,-34
N#Cc1c(N)sc2c1CCN(CCc1ccccc1)C2,-10,·
COCCNC(=O)Cn1cnc2c1c(=O)n(C)c(=O)n2C,-17,-1
COc1ccc(C2(C(=O)NCCN3CCOCC3)CCOCC2)cc1,8,2
CSC1=C(C#N)C(c2ccccc2C)C(C#N)=C(N)N1 (stereo unspecified),5,-12
Nc1nc(SCC(=O)NCc2ccco2)[nH]c(=O)c1-c1ccccc1,-9,-12
Cc1ccc(-n2ccc(=O)c(C(=O)O)n2)cc1,3,·
Cc1cccc(OCCC(=O)NCC(c2ccccc2)N(C)C)c1 (stereo unspecified),-12,-1
CCOC(=O)c1cnc2c(C#N)c(C)nn2c1C,-9,-26
O=c1c2oc3ccccc3c2ncn1Cc1ccccc1Cl,-9,-15
COc1cc(N2C(=O)c3ccccc3C2=O)c(Cl)cc1C(=O)OCC(=O)NCc1ccco1,4,13
Cc1nnc2n1N=CC=C(C(C)(C)C)S2,4,-10
CCCCC(=O)NCCc1cc2ccc(OC)cc2[nH]c1=O,2,-2
Cc1cc(C)c2c(n1)nn1c(NCCOCCO)cc(C)nc21,44*,-9
Cc1ccccc1-c1nnn(CC(=O)N2CCN(S(=O)(=O)c3ccc(Cl)cc3)CC2)n1,-15,·

# (next part)
SMILES,RmlCD inh mix,HIV RNase H inh
O=C(Nc1ccc2nsnc2c1)c1ccc2c(c1)OCO2,1,3
CCCNC(=O)c1ccccc1C(=O)NCCC,20,1
CN(CC(=O)N1CCN(c2ccccn2)CC1)S(=O)(=O)c1ccc(Br)cc1,-15,-9
CC(NCc1ccc(N(C)C)cc1)C1CC2CCC1C2 (stereo unspecified),3,·
C[C@H](NC(=O)c1nc[nH]c1C(=O)N[C@@H](C)C(=O)OC(C)(C)C)C(=O)OC(C)(C)C,3,·
CCOc1ccccc1NC(=O)COn1nnc2ccccc21,-6,·
Cc1ccc(S(=O)(=O)NC2CCCC2)cc1C,-16,·
Nc1nnnn1/N=C/c1ccccc1C(F)(F)F,-9,20
Cc1ccc(S(=O)(=O)NC(=O)Nc2ccc(Cl)cn2)cc1,-3,-2
Cc1ccc2cc(CN(C(=O)C3CCCO3)C3CCCCC3)c(=O)[nH]c2c1 (stereo unspecified),4,0
O=c1[nH]c2ccc(Cl)cc2c(-c2ccccc2)c1N1CCOCC1,5,-8
C=CCn1c(SCc2cc(=O)n3ccsc3n2)nc2scc(C3CC3)c2c1=O,-2,-33
Cc1ccc2c(CC(=O)O)coc2c1C,-13,-9
Cc1nn(CC(=O)N(C)C)c(=O)c2ccccc12,-13,-6
O=C(O)CCCCCN1C(=O)C2CCCCC2C1=O (stereo unspecified),23,·
O=C(O)CSc1nc(SCc2ccccc2Cl)nc2c1CCCC2,-9,·
Cc1ccc(C)n1/N=C1/NC(=O)CS1,-15,-8
COc1ccc(N=C2SC(C(=O)N3CCN(c4ccccc4)CC3)CC(=O)N2C)cc1 (stereo unspecified),4,·
CC(C)(C)OC(=O)NCCCCCc1nnc(SCC(=O)Nc2cccc(Cl)c2)o1,-1,-15
Cn1c(Cc2ccccc2)nnc1SCC(=O)N1CCCCC1,6,·
Nc1ccc2nc(-c3ccc(Cl)cc3)[nH]c2c1,9,3
CN(C)C(=O)Oc1cccc(NC(=O)N2CCOCC2)c1,6,·
Cc1ccc(OCC(=O)NCCN2CCCC2)cc1,-1,-26
COc1cccc(C=NCCNC(=O)c2nonc2N)c1O,10,-12
CCOC(=O)C1C(=O)OC2(CCCCC2)C1C(=O)OCC (stereo unspecified),6,·

# Later entries:
SMILES,RmlCD inh mix,HIV RNase H inh
O=C(c1ccc2c(c1)OCO2)N(c1ccccc1)C1C=CS(=O)(=O)C1 (stereo unspecified),-11,-12
Cc1ccc(OCC(=O)Nc2ccccc2-c2ccccc2)cc1,13,·
CCOC(=O)N1CCN(C(=O)c2cc(Cl)c(Cl)cc2C(=O)O)CC1,-9,-11
COCc1c(Br)c(C)nc(OCC(=O)O)c1C#N,·,-9
O=C1NC(c2ccccc2)(C(F)(F)F)SC2=CCCCCN12 (stereo unspecified),12,-18
CCOC(=O)CNc1c(-c2ccc(O)cc2)nc2ccccn12,10,-9
Cn1c(=O)c2c(nc(N3CCOCC3)n2CCNC2=NCCC2)n(C)c1=O,-8,·
CCCn1nc(Oc2nc(NCC)nc(NCC)n2)ccc1=O,7,·
Fc1ccc(NCc2nnc(SCc3nnc(-c4ccccc4)o3)n2CC2CCCO2)cc1 (stereo unspecified),-8,-2
O=C1C2C(c3cccc(/C=C/c4ccccc4)c3)CC=CC2C(c2ccc3ccccc3c2)N1Cc1ccccc1 (stereo unspecified),-13,·
CCN(CC)CCCNc1nnc(C)c(=O)[nH]1,-10,-14
CCc1nnc(NC(=O)[C@@H]2CCCN2S(=O)(=O)c2ccc3c(c2)OCCO3)s1,-4,·
COc1ccc(S(=O)(=O)NCCCCNS(=O)(=O)c2ccc(OC)cc2)cc1,-2,3
CCCCOc1ccc(C(=O)Nc2ccncc2)cc1,10,2
CCN(CC)c1ccc2c(c1)CCCN2,24,3
Cc1nnc(NC(=O)CSCc2ccccc2)s1,9,·
CC(C)CC(=O)c1c[nH]c(C(=O)NCC2CCCO2)c1 (stereo unspecified),0,·
O=C(NCc1ccccc1)c1onc(CSc2ccc(F)cc2)c1C(=O)NCc1ccccc1,-11,·
CCOC(=O)N1CCN(C(=O)C2CCCN(S(C)(=O)=O)C2)CC1 (stereo unspecified),-7,-11
CC(/C=C/c1ccccc1)=N\NC(N)=S,15,·
O=C1NC(=O)/C(=C\c2ccc(Sc3ccc(Cl)cc3)o2)N1,-265,·
CCOC(=O)C(O)(c1ccc(N(CC)S(=O)(=O)c2ccc(C)cc2)cc1)C(F)(F)F (stereo unspecified),-9,·
CN1C(=O)C(O)(CC(=O)c2ccc(F)cc2)c2cc(Br)ccc21 (stereo unspecified),-15,3
Cc1cc(C)cc(Nc2cc(C)nc3nc(C)nn23)c1,-10,-7
Cc1cccc(OCC(O)CNC(=O)c2ccccc2C(=O)O)c1 (stereo unspecified),14,·

# Reformatted with values under each structure: 21 of the compounds above.
# Below each compound – RmlCD inh mix | HIV RNase H inh
> O=C(c1ccc2c(c1)OCO2)N(c1ccccc1)C1C=CS(=O)(=O)C1 (stereo unspecified)
    -11 | -12
> Cc1ccc(OCC(=O)Nc2ccccc2-c2ccccc2)cc1
    13 | ·
> CCOC(=O)N1CCN(C(=O)c2cc(Cl)c(Cl)cc2C(=O)O)CC1
    -9 | -11
> COCc1c(Br)c(C)nc(OCC(=O)O)c1C#N
    · | -9
> O=C1NC(c2ccccc2)(C(F)(F)F)SC2=CCCCCN12 (stereo unspecified)
    12 | -18
> CCOC(=O)CNc1c(-c2ccc(O)cc2)nc2ccccn12
    10 | -9
> Cn1c(=O)c2c(nc(N3CCOCC3)n2CCNC2=NCCC2)n(C)c1=O
    -8 | ·
> CCCn1nc(Oc2nc(NCC)nc(NCC)n2)ccc1=O
    7 | ·
> Fc1ccc(NCc2nnc(SCc3nnc(-c4ccccc4)o3)n2CC2CCCO2)cc1 (stereo unspecified)
    -8 | -2
> O=C1C2C(c3cccc(/C=C/c4ccccc4)c3)CC=CC2C(c2ccc3ccccc3c2)N1Cc1ccccc1 (stereo unspecified)
    -13 | ·
> CCN(CC)CCCNc1nnc(C)c(=O)[nH]1
    -10 | -14
> CCc1nnc(NC(=O)[C@@H]2CCCN2S(=O)(=O)c2ccc3c(c2)OCCO3)s1
    -4 | ·
> COc1ccc(S(=O)(=O)NCCCCNS(=O)(=O)c2ccc(OC)cc2)cc1
    -2 | 3
> CCCCOc1ccc(C(=O)Nc2ccncc2)cc1
    10 | 2
> CCN(CC)c1ccc2c(c1)CCCN2
    24 | 3
> Cc1nnc(NC(=O)CSCc2ccccc2)s1
    9 | ·
> CC(C)CC(=O)c1c[nH]c(C(=O)NCC2CCCO2)c1 (stereo unspecified)
    0 | ·
> O=C(NCc1ccccc1)c1onc(CSc2ccc(F)cc2)c1C(=O)NCc1ccccc1
    -11 | ·
> CCOC(=O)N1CCN(C(=O)C2CCCN(S(C)(=O)=O)C2)CC1 (stereo unspecified)
    -7 | -11
> CC(/C=C/c1ccccc1)=N\NC(N)=S
    15 | ·
> O=C1NC(=O)/C(=C\c2ccc(Sc3ccc(Cl)cc3)o2)N1
    -265 | ·

# Later entries.
SMILES,RmlCD inh mix,HIV RNase H inh
COc1ccc(OC)c(/C=N/N(C)c2ccccc2)c1,3,·
CCOC(=O)N1CCN(C(=O)Cc2ccc(-n3c(=S)[nH]c4ccccc4c3=O)cc2)CC1,-5,10
CSc1ccc(S(=O)(=O)Nc2c(C)cccc2C)cc1,9,-84
Cc1cc(=O)[nH]c(Cc2ccc(OC(C)C)cc2)n1,-16,-7
Cc1cc(C)nc(N(C#N)CCOc2ccc(Cl)cc2)n1,4,·
COc1cc2nc(SCC(=O)NCCc3ccccc3)n(Cc3ccco3)c(=O)c2cc1OC,-7,-12
CCn1nc(C(=O)N2CCc3ccccc3C2)c2ccccc2c1=O,9,-7
COc1cc(OC)c(C2Oc3nc(SC)nnc3-c3ccccc3N2C(C)=O)cc1OC (stereo unspecified),10,-1
O=C(Nc1ccc(Cl)cc1)NC1CCCCC1Cc1ccco1 (stereo unspecified),6,·
CCOC(=O)c1cc2c(cn1)[nH]c1ccccc12,-10,-10
COc1ccccc1CCN1C(=S)NC(C)(C)CC1(C)O (stereo unspecified),9,·
CCOC(=O)Cc1cc(=O)[nH]c(Nc2nc3ccccc3o2)n1,-17,12
CCn1ncc(C2=NOC(C(=O)N3CCC(C(N)=O)CC3)C2)c1C (stereo unspecified),8,0
CCOC(=O)c1c(C)n(CC(O)c2ccccc2)c2ccc(O)cc12 (stereo unspecified),·,11
CCC(C)(C)n1nnnc1CN1CCC(c2nc3ccc(C)cc3[nH]2)CC1,6,2
OCCCN1c2ccccc2Nc2nnc(-c3ccccc3)cc21,-21,3
O=C(C1CCC(CNS(=O)(=O)c2cccc3nsnc23)CC1)N1CC=C(c2ccccc2)CC1 (stereo unspecified),5,·
O=C(COc1cc(Cl)c(Cl)cc1Cl)Nc1ccncc1,1,-18
CC(C)c1nc(SCC(=O)Nc2cccc(C(F)(F)F)c2)c2c(=O)n(C)c(=O)n(C)c2n1,13,9
Cc1ccc(C(=O)OCC(=O)Nc2ccc3c(c2)OCO3)o1,2,-2
CC(C)c1ccccc1NC(=O)c1ccco1,9,-1
COc1ccc(NC(=O)CN2CCN(C(=O)c3ccco3)CC2)c(OC)c1,2,·
CCCn1c(/N=C/c2cc(OC)ccc2O)nc2ccccc21,3,-3
COc1cccc(N(C(=O)c2cnccn2)C(C(=O)NC2CCCCC2)c2ccc(Cl)cc2)c1 (stereo unspecified),-2,·
COc1ccc(-c2nc(N)ncc2Oc2ccccc2Br)c(O)c1,6,10

# New compounds follow.
SMILES,RmlCD inh mix,HIV RNase H inh
CC1(C)NC(=O)N(CC(=O)OCC(=O)Nc2cccc(F)c2)C1=O,2,·
CCCn1c(SCC(=O)Nc2ccc3c(c2)OCCO3)nnc1-c1ccco1,0,-2
O=C1C2Sc3[nH]c(=O)sc3C(c3ccccc3)C2C(=O)N1c1ccc(Cl)cc1 (stereo unspecified),7,·
CCN1CCN(Cc2cc(OC)c(OC)cc2[N+](=O)[O-])CC1,5,·
COC(=O)CCC(=O)Nc1cccc(C(=O)Nc2cccc(Cl)c2)c1,1,·
O=C(c1ccc2c(c1)OCO2)N1CCC2(CC1)Oc1ccc(F)cc1C(=O)C21CC(c2cccnc2)=NO1 (stereo unspecified),-8,·
O=C(CN1CCN(c2ccccn2)CC1)NCc1cccs1,3,-2
Cc1cccn2c(=O)c(C=Nc3c(C)n(C)n(-c4ccccc4)c3=O)c(N3CCCC3)nc12,·,-26
NC(=O)C1(NC(=O)[C@@H]2CC3(CC(c4cccc(NC(=O)[C@@H]5CCC(=O)N5)c4)=NO3)CN2C(=O)Cc2ccc(Cl)cc2)CC1 (stereo partly specified),6,·
Cc1nn(C)c(Cl)c1NC(=O)OCc1ccc(F)cc1,9,·
Cc1ccc(CCN2CC(C(=O)NCCCOC(C)C)CC2=O)cc1 (stereo unspecified),6,·
Cc1cc(C(F)F)n2ncc(C(=O)NCc3ccccc3C(F)(F)F)c2n1,12,-36
O=C(Oc1ccc(-c2ccccc2)cc1)N1CCOCC1,8,-8
N=c1n(CC(=O)O)c2ccccc2n1Cc1ccccc1Cl,-12,-4
C=CCN(c1ccccc1)S(=O)(=O)c1ccc2c(c1)oc(=O)n2C,5,-19
CCOc1ccc2c(c1)c(C(C)=O)c(C)n2-c1ccccc1,7,·
CC(=O)OCc1nc2sc3c(c2c(=O)[nH]1)CCCC3,-5,·
CC(C)Cn1c(=O)c(C(=O)Nc2ccncc2)c(O)c2ccccc21,·,71*
CCSc1nc(N)c2c3c(sc2n1)CN(C)CC3,-11,9
FC(F)(F)c1ccc(C2[C@H]3CN(Cc4cccnc4)[C@H](c4ccccc4)C34CC2(c2cccnc2)C4)cc1 (stereo partly specified),-22,·

# Compound profiles, from the list above. Values in the order: RmlCD inh mix | HIV RNase H inh
# CC1(C)NC(=O)N(CC(=O)OCC(=O)Nc2cccc(F)c2)C1=O across the screens: 2 | ·
# O=C(Oc1ccc(-c2ccccc2)cc1)N1CCOCC1 across the screens: 8 | -8

# A portion of the library. The share of hits here may be higher or lower than overall.
